H1N1 NS1A inhibition – NS1A inhibition, H1N1 influenza, cell based functional assay (AID 504329); NS1A functional cell-based assay, percent inhibition; higher % means a stronger effect; inhibition, % at 12.5 µM; hits with a dose series show IC50 in µM; 340,000 tested, 0.3% active; in the data active = a potency from the dose series; inconclusive = inhibition above about 27% without an active follow-up result; also: strong numbers were not always called active
tuberculosis growth – growth inhibition of non-replicating M. tuberculosis (AID 488890). Mycobacterium tuberculosis non-replicating, growth inhibition; higher % means a stronger effect. inhibition, % at 25 µM; hits with a dose series show IC50 in µM. 320,000 tested, 0.39% active; in the data active = a potency from the dose series; inconclusive = inhibition mostly from about 82% at the one dose, without a potency; inactive = the rest, 99 in 100 with inhibition below about 76%;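 also: plate controls were DMSO cells for no effect and high antibiotic wells for full effect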
H37Rv inhibition – M. tuberculosis growth inhibition, HTS (AID 449762); M. tuberculosis H37Rv growth inhibition, 7H9 media; higher % means a stronger effect; one-dose inhibition, % at 25 µM; IC50 in µM for titrated hits; 330,000 tested, 0.59% active; in the data active = a potency from the dose series; inconclusive = inhibition above about 70% without an active follow-up result;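 also: bacterial growth assessed after seven days of incubation; strong numbers were not always called active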
Salmonella PhoP GFP – PhoP regulon inhibitors, Salmonella typhi PhoP promoter GFP reporter, confirmatory (AID 1850). Salmonella Typhi PhoP-promoter GFP reporter, fluorescence, 4 h; higher % means a stronger effect. inhibition, % at 50 µM, or IC50 in µM where a hit was titrated. 310,000 tested, 0.33% active; in the data active = a potency from the dose series; inconclusive = inhibition mostly from about 25% at the one dose, without a potency; inactive = the rest, 99 in 100 with inhibition below about 19%;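 also: 0% = induced wells with vehicle and 100% = uninduced wells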
inhibitors of VEEV – inhibitors of VEEV TC-83 cytopathic effect, confirmation, Vero cells (AID 588727). inhibition, % at 20 µM; hits with a dose series show IC50 in µM. Vero cells, VEEV TC-83 cytopathic effect inhibition; higher % means a stronger effect. 350,000 tested, 0.13% active; in the data active = a potency from the dose series; inconclusive = inhibition mostly from about 14% at the one dose, without a potency; inactive = the rest, 99 in 100 with inhibition below about 12%; also: strong numbers were not always called active
Active calls of the source: *.

For COc1ccc(CC2(CO)CCN(Cc3cnn(-c4ccccc4OC)c3)CC2)cc1 the results were H1N1 NS1A inhibition 19.4%, tuberculosis growth 31.0%, H37Rv inhibition -1.2%, Salmonella PhoP GFP 2.5% and inhibitors of VEEV inactive.
COc1ccc(CCNC(=O)NC2CCCCC2)cc1OC was read as H1N1 NS1A inhibition -20.3%, tuberculosis growth -8.3%, H37Rv inhibition -6.3%, Salmonella PhoP GFP 16.7% and inhibitors of VEEV 4.9%.
Screening CC(C)[C@H](NC(=O)N1CC(=O)Nc2ccccc21)C(=O)N[C@@H](Cc1c[nH]c2ccccc12)C(=O)O returned H1N1 NS1A inhibition -2.1%, tuberculosis growth 4.5%, H37Rv inhibition -11.3%, Salmonella PhoP GFP -3.4% and inhibitors of VEEV 1.4%.
Screening CC1(C)CC(=O)C2=C(C1)OC(N)=C(C#N)C2CCc1ccccc1 (centres undefined) returned H1N1 NS1A inhibition -6.7%, tuberculosis growth -3.2%, H37Rv inhibition 0.5%, Salmonella PhoP GFP 7.1% and inhibitors of VEEV 1.9%.
Screening CCOc1ncccc1C(=O)Nc1ccc(F)cc1 returned H1N1 NS1A inhibition -1.1%, tuberculosis growth -1.2%, H37Rv inhibition -1.8%, Salmonella PhoP GFP 6.2% and inhibitors of VEEV 1.7%.
Screening CCn1c(SCC(=O)O)nnc1-c1ccccc1 returned H1N1 NS1A inhibition 8.2%, tuberculosis growth 2.4%, H37Rv inhibition -6.2%, Salmonella PhoP GFP 9.3% and inhibitors of VEEV 0.9%.
`Cc1cccn2cc(CCNS(=O)(=O)c3cccc([N+](=O)[O-])c3)nc12` gave H1N1 NS1A inhibition 10.0%, tuberculosis growth 5.9%, H37Rv inhibition 0.3%, Salmonella PhoP GFP -1.0% and inhibitors of VEEV 2.0%.
COC(/C=C/Nc1ccc(Br)cc1)=C(C#N)C#N was read as H1N1 NS1A inhibition -0.3%, tuberculosis growth -1.2%, H37Rv inhibition -1.9%, Salmonella PhoP GFP -2.4% and inhibitors of VEEV 0.6%.
Screening CCN(CC)S(=O)(=O)c1ccc(O)c(C(=O)OCC(=O)Nc2ccc(OC(F)(F)F)cc2)c1 returned H1N1 NS1A inhibition 9.7%, tuberculosis growth 12.0%, H37Rv inhibition 7.8%, Salmonella PhoP GFP -22.0% and inhibitors of VEEV 0.7%.
`COc1ccc(N2C(=O)CC(N(CCc3ccccc3)C(=O)/C=C/C(=O)O)C2=O)cc1` (centres undefined) gave H1N1 NS1A inhibition -3.8%, tuberculosis growth -2.5%, H37Rv inhibition -1.9%, Salmonella PhoP GFP 16.8% and inhibitors of VEEV 1.0%.
Screening COC(=O)C1CN(Cc2ccccc2)C(=O)C1=O (centres undefined) returned H1N1 NS1A inhibition -2.0% and inhibitors of VEEV 1.7%.
`Cn1c(O)c(N=NC(=O)Cc2c[nH]c3ccccc23)c2ccccc21` gave H1N1 NS1A inhibition -0.3% and inhibitors of VEEV 3.5%.
COc1ccc(S(=O)(=O)N2CCN(C(=O)[C@H](Cc3ccccc3)NC(=O)c3ccco3)CC2)cc1 was read as H1N1 NS1A inhibition -8.5%, tuberculosis growth 22.5%, H37Rv inhibition -0.6% and inhibitors of VEEV 6.3%.
`O=C1C(Cl)=C(NCc2ccco2)C(=O)c2ccccc21` gave H1N1 NS1A inhibition -11.6% and inhibitors of VEEV inconclusive.
`COc1ccccc1-c1sc2ccccc2c1-c1ccc2c(c1)OCCO2` gave H1N1 NS1A inhibition 4.9%, tuberculosis growth -0.2%, H37Rv inhibition 4.7% and inhibitors of VEEV inactive.
`O=C(CNC(=O)c1ccco1)NCC(=O)OCc1ccc(Cl)cc1Cl` gave H1N1 NS1A inhibition 3.2%, tuberculosis growth -3.5%, H37Rv inhibition 3.3%, Salmonella PhoP GFP 1.9% and inhibitors of VEEV 1.3%.
COc1cccc(OCCCOc2ccccc2C(C)C)c1 was read as H1N1 NS1A inhibition -7.6%, tuberculosis growth 0.0%, H37Rv inhibition 1.8%, Salmonella PhoP GFP 4.6% and inhibitors of VEEV inactive.
`COc1cc(/C=C2/NC(=O)N(Cc3ccccc3F)C2=O)ccc1O` gave H1N1 NS1A inhibition 4.6%, tuberculosis growth -4.7%, H37Rv inhibition 6.9%, Salmonella PhoP GFP 0.4% and inhibitors of VEEV 9.8%.
O=C(c1ccccc1Sc1c(Cl)cccc1[N+](=O)[O-])N1CCOCC1 was read as H1N1 NS1A inhibition -2.1%, tuberculosis growth -5.6%, H37Rv inhibition 5.2%, Salmonella PhoP GFP -8.0% and inhibitors of VEEV 0.3%.
`Cc1ccccc1-n1c(C)cc(/C=N/Nc2ccc([N+](=O)[O-])cn2)c1C` gave H1N1 NS1A inhibition 3.6%, tuberculosis growth 27.6%, H37Rv inhibition -1.5%, Salmonella PhoP GFP -26.4% and inhibitors of VEEV inactive.
For COc1ccc(CCNC(=O)c2cc(=O)c3ccc(C)cc3o2)cc1OC the results were H1N1 NS1A inhibition -0.2%, tuberculosis growth -10.1%, H37Rv inhibition -2.7%, Salmonella PhoP GFP 1.5% and inhibitors of VEEV 0.2%.
For CN(C(=S)SCc1ccccc1)C1CCS(=O)(=O)C1 (centres undefined) the results were H1N1 NS1A inhibition 9.4%, tuberculosis growth 6.5%, H37Rv inhibition 4.0%, Salmonella PhoP GFP 11.9% and inhibitors of VEEV 6.9%.
Screening CCOc1ncccc1C(=O)Nc1ccc2c(c1)OCO2 returned H1N1 NS1A inhibition 1.3%, tuberculosis growth 4.4%, H37Rv inhibition -5.0%, Salmonella PhoP GFP -3.1% and inhibitors of VEEV 1.9%.
Screening COc1ccc(CCNC(=O)CN2C(=O)COc3ccc(S(=O)(=O)N4CCOCC4)cc32)cc1OC returned H1N1 NS1A inhibition -8.1%, tuberculosis growth 14.4%, H37Rv inhibition -8.9%, Salmonella PhoP GFP -4.7% and inhibitors of VEEV inactive.
COc1ccc(C(=O)NC(=S)NCc2ccco2)cc1OC was read as H1N1 NS1A inhibition -7.7%, tuberculosis growth 48.5%, H37Rv inhibition 3.7%, Salmonella PhoP GFP -8.1% and inhibitors of VEEV 3.8%.
`COc1ccccc1-c1nnc2sc(COc3ccccc3)nn12` gave H1N1 NS1A inhibition -0.2%, tuberculosis growth -1.0%, H37Rv inhibition -2.7%, Salmonella PhoP GFP 8.4% and inhibitors of VEEV 3.6%.
CN(Cc1ccccc1)C(=O)[C@H]1CCC(=O)N1Cc1ccco1 was read as H1N1 NS1A inhibition -0.8% and inhibitors of VEEV 0.6%.
Screening CN(Cc1c(C(=O)N/N=C/c2ccc(O)cc2)nnn1-c1nonc1N)C1CCCCC1 returned H1N1 NS1A inhibition -3.1%, tuberculosis growth -6.7%, H37Rv inhibition -3.6%, Salmonella PhoP GFP 9.9% and inhibitors of VEEV 6.4%.
`Cc1cc(OC(C)C(=O)NCCc2c[nH]c3ccccc23)c2c(C)cc(=O)oc2c1` (centres undefined) gave H1N1 NS1A inhibition 3.6%, tuberculosis growth 30.1%, H37Rv inhibition -1.6%, Salmonella PhoP GFP 15.4% and inhibitors of VEEV 5.7%.
For CCOc1ccc(NC(=NCc2ccc3c(c2)OCO3)SC2CC(=O)N(c3ccc(C(=O)O)cc3)C2=O)cc1 (centres undefined) the results were H1N1 NS1A inhibition 6.7%, tuberculosis growth 22.4%, H37Rv inhibition 0.9%, Salmonella PhoP GFP -0.4% and inhibitors of VEEV 1.8%.
For Cc1ccc(Nc2nnc(SCC(=O)NCCN3C(=O)CSC3=O)s2)cc1C the results were H1N1 NS1A inhibition -0.5%, tuberculosis growth 40.7%, H37Rv inhibition 2.9%, Salmonella PhoP GFP 0.1% and inhibitors of VEEV 1.0%.
Screening COc1ccc(C(=O)Nc2ccc(NC(=O)Cc3ccccc3)cn2)cc1 returned H1N1 NS1A inhibition -8.8%, tuberculosis growth -8.1%, H37Rv inhibition 0.5%, Salmonella PhoP GFP -1.7% and inhibitors of VEEV 1.9%.
CCCNC(=O)COc1cccc(C(=O)NCc2ccccc2)c1 was read as H1N1 NS1A inhibition -5.0%, tuberculosis growth 5.7%, H37Rv inhibition 0.4%, Salmonella PhoP GFP -0.5% and inhibitors of VEEV inactive.
Screening CC(C)C(=O)N(Cc1cc(=O)[nH]c2ccccc12)c1ccccc1 returned H1N1 NS1A inhibition -2.3%, tuberculosis growth 18.7%, H37Rv inhibition -2.2%, Salmonella PhoP GFP -2.3% and inhibitors of VEEV inactive.
For O=C(COc1ccc(F)cc1)Nc1ccc2c(c1)OCCO2 the results were H1N1 NS1A inhibition -0.1%, tuberculosis growth 6.38µM*, H37Rv inhibition 0.8%, Salmonella PhoP GFP -5.1% and inhibitors of VEEV 1.0%.
CCC1(CC)C(=O)NC(=S)N=C1N was read as H1N1 NS1A inhibition 0.4% and inhibitors of VEEV 0.4%.
`CC(C)Cc1nc2c(nnn2Cc2ccccc2F)c(=O)[nH]1` gave H1N1 NS1A inhibition 15.9%, tuberculosis growth 18.8%, H37Rv inhibition 13.4%, Salmonella PhoP GFP -3.6% and inhibitors of VEEV 6.7%.
For CC(C)OCCCN1CN(S(=O)(=O)c2cccs2)c2nc3ccccc3nc21 the results were tuberculosis growth 8.4%, H37Rv inhibition -6.3% and Salmonella PhoP GFP 7.5%.
`N=c1oc2ccccc2cc1C(=O)Nc1cccc(F)c1` gave H1N1 NS1A inhibition -24.1%, tuberculosis growth 48.0%, H37Rv inhibition -4.1%, Salmonella PhoP GFP -16.3% and inhibitors of VEEV 1.7%.
O=C(Nc1ccc([N+](=O)[O-])cc1)c1ccccc1F was read as H1N1 NS1A inhibition -1.3%, tuberculosis growth 24.4%, H37Rv inhibition 7.6%, Salmonella PhoP GFP 0.6% and inhibitors of VEEV inactive.

Gathered by group: the entries above with a cyano group (two)
Screening CC1(C)CC(=O)C2=C(C1)OC(N)=C(C#N)C2CCc1ccccc1 (centres undefined) returned H1N1 NS1A inhibition -6.7%, tuberculosis growth -3.2%, H37Rv inhibition 0.5%, Salmonella PhoP GFP 7.1% and inhibitors of VEEV 1.9%.
COC(/C=C/Nc1ccc(Br)cc1)=C(C#N)C#N was read as H1N1 NS1A inhibition -0.3%, tuberculosis growth -1.2%, H37Rv inhibition -1.9%, Salmonella PhoP GFP -2.4% and inhibitors of VEEV 0.6%.

New compounds follow
For COc1ccc(CCN(C)C(=O)CNC(=O)Cc2cccc3ccccc23)cc1OC the results were H1N1 NS1A inhibition -9.3%, tuberculosis growth 4.1%, H37Rv inhibition -1.5%, Salmonella PhoP GFP -8.3% and inhibitors of VEEV 0.9%.
Screening CCOc1ccc(S(=O)(=O)N/N=C2/CCCC(=O)C2)cc1 returned H1N1 NS1A inhibition 1.9%, tuberculosis growth 21.8%, H37Rv inhibition 3.5%, Salmonella PhoP GFP 1.3% and inhibitors of VEEV 0.8%.
`COc1ccc(N2CCN(C(=O)COC(=O)CCOc3cc(C)ccc3C)CC2)cc1` gave H1N1 NS1A inhibition 13.4%, tuberculosis growth 59.7%, H37Rv inhibition 21.5%, Salmonella PhoP GFP 6.9% and inhibitors of VEEV 0.7%.
For CC(=O)N1c2ccc(S(=O)(=O)N3CCC(C(=O)NCc4ccccc4Cl)CC3)cc2CC1C (centres undefined) the results were H1N1 NS1A inhibition -11.3%, tuberculosis growth 9.1%, H37Rv inhibition 1.6%, Salmonella PhoP GFP 1.4% and inhibitors of VEEV 2.7%.
For Cn1c(CNC(=O)c2ccc3c(c2)OCO3)nnc1SCC(=O)Nc1ccc(F)cc1 the results were H1N1 NS1A inhibition -0.5%, tuberculosis growth 5.2%, H37Rv inhibition 9.4%, Salmonella PhoP GFP -3.0% and inhibitors of VEEV 2.4%.
Screening CC(C)CN1C(=O)c2ccc(C(=O)Nc3ccncc3)cc2C1=O returned H1N1 NS1A inhibition 2.2%, Salmonella PhoP GFP -13.9% and inhibitors of VEEV 2.1%.
`CC(C)n1cc(/C=C2/NC(=O)N(c3cccc(Cl)c3)C2=O)c2ccccc21` gave H1N1 NS1A inhibition -5.6%, tuberculosis growth 7.2%, H37Rv inhibition -7.7%, Salmonella PhoP GFP -3.1% and inhibitors of VEEV 7.3%.
COC(=O)C1CN(C(=O)COc2cc(C)c(Cl)c(C)c2)c2ccccc2O1 (centres undefined) was read as H1N1 NS1A inhibition -6.2%, tuberculosis growth inconclusive, H37Rv inhibition 41.1%, Salmonella PhoP GFP -2.1% and inhibitors of VEEV inactive.
`CCNC(=O)NC(=O)C(C)OC(=O)c1c(C)nn(Cc2ccccc2Cl)c1Cl` (centres undefined) gave H1N1 NS1A inhibition 2.7%, tuberculosis growth 2.6%, H37Rv inhibition -2.2%, Salmonella PhoP GFP -4.9% and inhibitors of VEEV 2.3%.
Screening O=C(Nc1ccc2oc(-c3ccncc3)nc2c1)c1ccc2c(c1)OCCO2 returned H1N1 NS1A inhibition -6.6%, tuberculosis growth 7.9%, H37Rv inhibition 9.0%, Salmonella PhoP GFP -3.3% and inhibitors of VEEV inactive.

From PubChem BioAssay
